MBNL1 CUG block = inhibitors of human MBNL1 binding to CUG repeat RNA; 280,000 compounds, 0.036% hits; Q9NR56; AID 2675; TR-FRET MBNL1-His/biotin-(CUG)12 binding, 665/545 ratio; Potency, µM (doses to about 57.5 µM), without a hit: top-dose activity change, negative = inhibition, actives largely listed as inhibitors; active = well fitted inhibition curve with a large enough effect in the signal ratio, with a control signal flat, not every such curve was filed as active; inconclusive = small, poorly fitted or top-dose-only effect, or effect the other way, or a change in a side signal; inactive = no such curve, though single readings can be large or run the other way; the % refers to the signal ratio; note: potency is the fitted concentration of half-maximal effect; % is set by controls: 0 for no effect and ±100 for the full control effect
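Inhibition of protein-RNA binding appears as loss of TR-FRET between terbium anti-His antibody on MBNL1-His and streptavidin-XL665 on biotin-(CUG)12. Activity is normalized to buffer-only and uninhibited-complex controls.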
CXXC DNA block = inhibitors of human MLL CXXC domain-DNA interaction; MLL-CXXC / FITC-HOXA9 DNA fluorescence polarization; Q03164; Potency, µM (doses to about 115 µM), for the others: top-dose activity change, negative = inhibition, hits mostly inhibitors; 290,000 compounds, 0.037% hits; active = well fitted inhibition curve with a large enough effect in the polarisation, with a control signal flat, not every such curve was filed as active; inconclusive = small, poorly fitted or top-dose-only effect, or effect the other way, or a change in a side signal; inactive = no such curve, though single readings can be large or run the other way; the % refers to the polarisation; note: potency is the fitted concentration of half-maximal effect
Target sequence (Q03164 whole entry, looked up, the tested form may be a part): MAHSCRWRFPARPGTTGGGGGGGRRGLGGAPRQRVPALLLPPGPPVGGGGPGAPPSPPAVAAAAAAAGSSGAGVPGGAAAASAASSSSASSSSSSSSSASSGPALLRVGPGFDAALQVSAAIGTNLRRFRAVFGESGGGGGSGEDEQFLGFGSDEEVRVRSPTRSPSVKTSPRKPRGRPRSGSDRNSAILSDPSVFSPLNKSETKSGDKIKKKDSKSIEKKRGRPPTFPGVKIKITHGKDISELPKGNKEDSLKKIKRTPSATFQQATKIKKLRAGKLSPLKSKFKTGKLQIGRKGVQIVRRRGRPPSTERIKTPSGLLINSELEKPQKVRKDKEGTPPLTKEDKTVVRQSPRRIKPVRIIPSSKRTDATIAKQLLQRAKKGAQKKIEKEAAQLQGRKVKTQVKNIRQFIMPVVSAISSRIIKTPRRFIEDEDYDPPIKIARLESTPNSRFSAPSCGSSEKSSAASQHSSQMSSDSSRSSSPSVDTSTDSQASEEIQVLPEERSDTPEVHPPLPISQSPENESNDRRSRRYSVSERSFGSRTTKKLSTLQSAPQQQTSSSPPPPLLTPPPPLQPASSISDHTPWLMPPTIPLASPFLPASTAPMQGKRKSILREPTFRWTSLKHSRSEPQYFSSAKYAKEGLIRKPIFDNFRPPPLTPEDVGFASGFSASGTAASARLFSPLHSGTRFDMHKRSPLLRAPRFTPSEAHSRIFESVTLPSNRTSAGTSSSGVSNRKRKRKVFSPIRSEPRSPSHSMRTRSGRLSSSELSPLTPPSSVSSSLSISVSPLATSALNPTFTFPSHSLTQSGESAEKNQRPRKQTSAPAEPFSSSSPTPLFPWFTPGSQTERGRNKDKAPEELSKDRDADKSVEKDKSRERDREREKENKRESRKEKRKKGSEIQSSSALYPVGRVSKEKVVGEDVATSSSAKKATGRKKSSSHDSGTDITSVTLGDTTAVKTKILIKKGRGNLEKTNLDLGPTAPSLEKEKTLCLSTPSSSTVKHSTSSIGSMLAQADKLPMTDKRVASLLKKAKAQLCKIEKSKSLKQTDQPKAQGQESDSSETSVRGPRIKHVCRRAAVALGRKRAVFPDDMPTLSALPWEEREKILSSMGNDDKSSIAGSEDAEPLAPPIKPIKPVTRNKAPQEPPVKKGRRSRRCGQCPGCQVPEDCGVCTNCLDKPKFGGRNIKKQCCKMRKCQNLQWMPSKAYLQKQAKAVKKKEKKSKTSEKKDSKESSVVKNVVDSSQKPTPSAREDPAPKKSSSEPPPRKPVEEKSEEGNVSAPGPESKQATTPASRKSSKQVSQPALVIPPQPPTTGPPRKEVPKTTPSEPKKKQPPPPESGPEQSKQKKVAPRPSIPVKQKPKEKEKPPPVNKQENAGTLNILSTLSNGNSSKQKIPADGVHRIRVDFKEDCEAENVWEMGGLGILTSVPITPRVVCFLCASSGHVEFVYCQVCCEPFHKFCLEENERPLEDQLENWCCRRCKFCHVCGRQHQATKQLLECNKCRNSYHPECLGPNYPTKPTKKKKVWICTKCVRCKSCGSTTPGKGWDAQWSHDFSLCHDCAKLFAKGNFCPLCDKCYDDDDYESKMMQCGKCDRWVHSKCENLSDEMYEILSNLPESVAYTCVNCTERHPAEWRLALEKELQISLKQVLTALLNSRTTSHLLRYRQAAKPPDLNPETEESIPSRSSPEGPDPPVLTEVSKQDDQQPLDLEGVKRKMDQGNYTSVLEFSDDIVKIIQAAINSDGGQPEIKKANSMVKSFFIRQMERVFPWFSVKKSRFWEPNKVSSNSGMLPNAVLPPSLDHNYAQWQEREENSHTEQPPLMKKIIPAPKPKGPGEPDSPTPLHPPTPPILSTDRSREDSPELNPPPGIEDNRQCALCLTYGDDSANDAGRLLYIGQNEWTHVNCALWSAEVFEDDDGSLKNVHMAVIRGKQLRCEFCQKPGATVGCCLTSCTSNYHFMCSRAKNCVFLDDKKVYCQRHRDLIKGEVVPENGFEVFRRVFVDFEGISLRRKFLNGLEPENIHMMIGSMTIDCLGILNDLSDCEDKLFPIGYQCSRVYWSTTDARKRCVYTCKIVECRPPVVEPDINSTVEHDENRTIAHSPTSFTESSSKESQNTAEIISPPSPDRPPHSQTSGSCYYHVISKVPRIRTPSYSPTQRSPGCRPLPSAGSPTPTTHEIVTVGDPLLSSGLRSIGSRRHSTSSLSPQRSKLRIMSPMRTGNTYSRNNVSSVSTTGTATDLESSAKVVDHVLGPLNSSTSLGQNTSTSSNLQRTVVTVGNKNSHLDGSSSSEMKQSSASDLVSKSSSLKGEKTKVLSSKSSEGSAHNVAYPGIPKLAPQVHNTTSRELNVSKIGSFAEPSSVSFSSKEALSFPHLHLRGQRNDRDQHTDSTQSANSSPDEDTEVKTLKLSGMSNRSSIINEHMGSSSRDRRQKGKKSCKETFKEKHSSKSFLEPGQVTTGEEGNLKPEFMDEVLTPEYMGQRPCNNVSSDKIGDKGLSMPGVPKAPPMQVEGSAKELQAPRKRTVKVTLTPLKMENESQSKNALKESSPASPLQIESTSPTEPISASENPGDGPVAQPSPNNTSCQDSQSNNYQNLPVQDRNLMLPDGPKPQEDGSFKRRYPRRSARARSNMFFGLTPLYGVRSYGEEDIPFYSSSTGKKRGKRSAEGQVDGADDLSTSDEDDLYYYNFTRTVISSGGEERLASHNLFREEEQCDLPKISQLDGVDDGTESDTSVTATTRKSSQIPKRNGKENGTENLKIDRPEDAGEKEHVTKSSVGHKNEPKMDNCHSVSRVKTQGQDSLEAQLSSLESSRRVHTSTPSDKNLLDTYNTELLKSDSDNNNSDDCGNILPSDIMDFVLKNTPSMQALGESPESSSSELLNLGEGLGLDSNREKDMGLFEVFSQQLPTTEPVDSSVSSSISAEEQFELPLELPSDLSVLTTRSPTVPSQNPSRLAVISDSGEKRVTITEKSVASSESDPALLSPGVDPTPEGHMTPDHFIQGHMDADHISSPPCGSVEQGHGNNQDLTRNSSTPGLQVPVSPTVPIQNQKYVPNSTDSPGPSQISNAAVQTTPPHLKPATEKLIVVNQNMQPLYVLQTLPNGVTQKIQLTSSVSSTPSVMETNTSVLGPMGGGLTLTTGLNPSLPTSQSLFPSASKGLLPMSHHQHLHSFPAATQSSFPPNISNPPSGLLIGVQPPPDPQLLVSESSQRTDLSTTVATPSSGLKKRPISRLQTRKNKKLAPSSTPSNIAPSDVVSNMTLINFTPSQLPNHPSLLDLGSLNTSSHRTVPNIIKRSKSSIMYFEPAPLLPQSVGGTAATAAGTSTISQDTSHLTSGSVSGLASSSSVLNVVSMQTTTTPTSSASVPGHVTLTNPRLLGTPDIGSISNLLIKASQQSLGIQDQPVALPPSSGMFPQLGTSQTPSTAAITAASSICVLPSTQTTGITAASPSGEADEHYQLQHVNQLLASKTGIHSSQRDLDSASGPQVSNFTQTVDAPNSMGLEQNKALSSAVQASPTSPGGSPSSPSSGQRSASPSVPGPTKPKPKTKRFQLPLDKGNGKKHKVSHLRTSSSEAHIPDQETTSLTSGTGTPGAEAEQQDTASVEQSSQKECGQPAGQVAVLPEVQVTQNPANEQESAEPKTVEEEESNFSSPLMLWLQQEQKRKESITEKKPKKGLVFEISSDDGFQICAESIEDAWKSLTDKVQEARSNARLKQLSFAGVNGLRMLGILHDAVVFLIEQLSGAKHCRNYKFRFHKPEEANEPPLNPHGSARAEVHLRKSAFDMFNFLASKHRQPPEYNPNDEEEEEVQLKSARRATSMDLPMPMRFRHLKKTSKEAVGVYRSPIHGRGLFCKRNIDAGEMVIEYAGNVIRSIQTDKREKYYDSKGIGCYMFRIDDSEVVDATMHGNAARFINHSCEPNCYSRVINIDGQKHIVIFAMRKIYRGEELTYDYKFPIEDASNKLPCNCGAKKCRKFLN
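Fluorescence polarization: 7 uM MLL-CXXC (stock) preincubated 5 min with compounds, then 50 nM fluorescein-HOX-A9 DNA (stock) added; 30 min ambient. Buffer 50 mM Tris-HCl pH 7.5, 50 mM NaCl, 1 mM DTT, 0.05% BSA.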
GALK inh = blocks human galactokinase activity; Purified GALK, Kinase-Glo residual ATP luminescence; Potency, µM (doses to about 57.5 µM), without a hit: at the top dose activity change, negative = inhibition, hits mostly inhibitors; 270,000 compounds, 0.007% hits; note: potency is the fitted concentration of half-maximal effect; % is set by controls: 0 for no effect and ±100 for the full control effect
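Kinase-Glo Plus luminescence measured ATP left after a 1 h room-temperature reaction. The reaction used 5 nM GALK, 100 uM galactose and 35 uM ATP at pH 8.0 (20 mM HEPES, 5 mM MgCl2, 60 mM NaCl, 1 mM DTT, 0.01% BSA).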
Integrin act MD = integrin-mediated muscular dystrophy alleviation activation; alpha7betagal myoblasts, beta-gal FDG fluorescence, 48 h; 350,000 compounds, 0.064% hits; Potency, µM (doses to about 38.3 µM), for inactives: at the highest dose activation, actives largely listed as activators;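 note: potency is the fitted concentration of half-maximal effect; 100% = response of the positive control SU9516; nearly all actives have a fitted effect of over 60% in size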
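alpha7betagal+/- myoblasts (passage 13, 250/well) treated 48 h at 37C with compounds at 1:260 dilution of DMSO stock. Lysed, then beta-galactosidase activity read as FDG fluorescence (ex 480/em 540) after 30 min, with pre-read for autofluorescence.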
Coupling enz = coupling enzyme interference in Giardia aldolase counter-screen; coupling enzyme system counterscreen, AmpLite Red fluorescence; activity change, negative = inhibition, % at 58.2 µM, hits read low; 290,000 compounds, 0.67% hits; AID 2472; in the data active = activity change below about -30%; note: % is set by controls: 0 for no effect and ±100 for the full control effect
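Final compound at 57.5 uM, incubated 10 min at RT with coupling enzyme reagent (glyceraldehyde-3-phosphate), then 20 min with substrate and AmpLite Red detection. Fluorescence read at 525/598 nm; tests interference with the coupling assay, not aldolase inhibition.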
TRPV1 ag = agonists of human vanilloid receptor 1 (TRPV1) | Q8NER1 | TRPV1-expressing cells, Fluo-8 calcium influx, agonist mode | activation, % at 8.33 µM | 320,000 compounds, 0.19% hits; in the data active = activation above about 80%; inconclusive = between about 30% and that limit; note: 0% is about no effect
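Cells expressing TRPV1 were dye-loaded with Fluo-8 and read kinetically: 10 s baseline, 3 min after compound (agonist portion), then 2 min after EC20 capsaicin (allosteric enhancer portion). Calcium-bound dye fluorescence at 480/520 nm.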
AT treatment = potential ataxia-telangiectasia treatment | […] A-T fibroblasts, KAP-1 phosphorylation AlphaLISA; neocarzinostatin DNA damage 30 min before lysis | Potency, µM (doses to about 57.5 µM), for inactives: at the highest dose activation, hits mostly activators | 320,000 compounds, 0.19% hits; note: potency is the fitted concentration of half-maximal effect; % of control where 0% means no effect; nearly all actives have a fitted effect of over 45% in size
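ATM-like activity read as KAP-1 phosphorylation via AlphaLISA donor/acceptor antibody pairs after lysis and 6 hr at 25C. Cells were ATM-null patient fibroblasts ([…], hTERT), dosed 60 min, then exposed to the DSB inducer NCS for 30 min.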
KCNH2 3.1 inh = KCNH2 3.1 (human) potassium channel inhibition. U2OS KCNH2 3.1, thallium flux FluxOr; active compounds read low. activity change, % (tested at about 1.8 µM). 340,000 compounds, 0.95% hits;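 active = maximum activity change below -70%; inconclusive = maximum activity change from -70% to -50%; inactive = maximum activity change above -50%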;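 note: thallium influx rate constant from kinetic fluorescence after stimulation buffer; % is set by controls: 0 for no effect and ±100 for the full control effect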
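We transduce U2OS cells with the mutant 3.1 virus, culture them overnight, load FluxOr with Red40 quencher for 45 min, then add stimulation buffer and read kinetically for 2 min to derive a normalized rate constant.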
KCNH2 WT inh = KCNH2 (human, wildtype) channel inhibition. U2OS, BacMam KCNH2, thallium flux FluxOr; active compounds read low. activity change, % at 1.84 µM. 340,000 compounds, 0.37% hits;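 active = maximum activity change below -70%; inconclusive = maximum activity change between -70% and -50%; inactive = maximum activity change above -50%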; note: % is set by controls: 0 for no effect and ±100 for the full control effect
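U2OS cells transduced with wild-type KCNH2 virus are loaded with FluxOr dye for 45 min, and thallium flux is measured in kinetic reads before and after stimulation buffer. Rate constants are normalized to DMSO controls.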
S-ASM inh = blocks human secretory acid sphingomyelinase | 340,000 compounds, 0.006% hits | placental ASM, HMU-PC fluorogenic substrate, 60 min | P17405 | AID 504937 | Potency, µM (top dose mostly 57.5 µM), for inactives: at the top dose activity change, negative = inhibition, most hits filed as inhibitors; note: potency is the fitted concentration of half-maximal effect
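Fluorogenic HMU-PC substrate (9 uM final) is turned over by placental ASM in 60 min at 37 C after a 10 min compound preincubation. Reaction ended by alkaline stop (pH 10), with fluorescence read at 386/447 nm.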
Active calls of the source: *; ? = inconclusive; . = no result given; [ ] = dose if it differs, or a comment. Unless noted, calls come from the whole dose curve; as a rule, active = well fitted curve in the direction sought with a large enough effect; inconclusive = small, poorly fitted or top-dose-only effect, or another doubt; inactive = no such curve, though single readings can be large; an effect the other way counts as inactive or inconclusive. Compounds as they come (roughly 2% active in at least one column).

SMILES	MBNL1 CUG block	CXXC DNA block	GALK inh	Integrin act MD	Coupling enz	TRPV1 ag	AT treatment	KCNH2 3.1 inh	KCNH2 WT inh	S-ASM inh
Cc1ccccc1NC(=O)/C=C1\SC(=O)NC1=O	?	-20%	-3%	-40%	5	-8	-5%	6	12	-1%
CCOCCCNc1ncnc2c1[nH]c1ccccc12	10%	-4%	0%	-26%	0	17	1%	8	14	3%
Cc1ccc(/C=C(\CCC(=O)O)c2nc3ccccc3s2)cc1[N+](=O)[O-]	.	-4%	0%	15%	1	-3	-1%	-23	-4	9%
CC(=O)N1CCN(c2ccccc2NC(=O)c2cc3ccccc3o2)CC1	-13%	3%	5%	11%	.	?	-2%	26	-23	-3%
CN(C)C=NC(=O)c1cc(C(=O)c2ccc(F)cc2)c[nH]1	-4%	11%	1%	?	-1	0	4%	-17	-7	-4%
COc1cccc(NC(=O)CN(C)C(=O)c2ccc(-c3ccccc3Cl)o2)c1	6%	-4%	-3%	0%	.	28	13%	.	7	-5%
CCOc1ccc(C(=O)NC2CC3CCCC(C2)N3Cc2ccccc2)cc1 (stereo not given)	-3%	15%	-4%	6%	-1	19	0%	16	47	7%
Cc1ccccc1NS(=O)(=O)c1ccc2c3c(cccc13)C(=O)N2C	?	4%	3%	?	1	-5	-1%	.	-14	-3%
Cc1cc(NC(=O)CSc2nc3c(C)ccc(C)c3cc2C#N)no1	31%[activator]	0%	-3%	12%	0	-2	0%	3	12	25%
CCOC(=O)c1c(C)[nH]c2c1-c1ccccc1C(=O)C2=O	.	-3%	?	-75%[inhibitor]	-47*	-4	?	-4	.	-2%
CC(NC(=O)COc1ccccc1)C1COc2ccccc2O1 (stereo not given)	.	.	.	11%	.	.	.	-3	4	2%
Cc1cc(C)n2nc(CNS(=O)(=O)c3ccc(CC(C)C)cc3)nc2n1	-8%	.	.	-21%	1	-2	-4%	12	6	0%
COc1ccc(-c2noc(CCC(=O)N3CCN(c4cccc(Cl)c4)CC3)n2)cc1	.	.	.	-5%	.	.	8%	-4	4	-19%
CCCC(=O)Nc1ccc2c(c1)nc(CN1CCN(C(=O)OCC)CC1)n2C	-9%	5%	.	5%	1	-4	-9%	-12	4	-4%
O=C(COC(=O)c1ccco1)c1ccc(F)cc1	-3%	11%	-3%	0%	1	0	4%	-4	5	6%
CO/N=C(\c1ccccc1)c1cccnc1	-2%	-8%	0%	26%	2	2	12%	5	-2	2%
CC1(C)NC(=O)N(CC(O)CN(c2ccccc2)S(=O)(=O)c2ccccc2)C1=O (stereo not given)	-7%	-1%	17%	0%	3	0	-2%	-3	0	-2%
C[C@@H]1COC(=O)[C@H](NC(=O)OCC2c3ccccc3-c3ccccc32)C/C=C\C[C@@H](CC(=O)N[C@H](CO)Cc2ccccc2)C(=O)N1	.	.	.	-23%	.	.	10%	8	3	-2%
Cn1cnnc1SCc1nc(N)nc(Nc2ccccc2)n1	-9%	-3%	1%	?	5	-1	9%	5	2	3%
Cc1nnc(NC2CCCCC2)[nH]c1=O	4%	-7%	2%	18%	0	4	1%	2	-1	-1%
CC(=O)Nc1c2c(nn1-c1ccc(C)cc1)CSC2	9%	1%	-3%	?	.	0	-2%	-6	-7	1%
COc1cc2c(cc1OC)C(C1(O)CCCCC1)NCC2 (stereo not given)	-7%	-4%	3%	-4%	-4	-3	4%	5	-1	4%
COC(=O)C1=C(CSc2nc3c(cc2C#N)CN(C)CC3)OC(N)=C(C#N)C1c1ccccc1F (stereo not given)	?	19%	1%	-12%	-17	3	0%	5	0	23%
CC1(CCc2ccccc2)NC(=O)N(CC(=O)Nc2ccc(S(N)(=O)=O)cc2)C1=O (stereo not given)	-5%	5%	0%	0%	0	0	-7%	-7	2	-4%
CCc1ccc(C(C)NC(=O)c2ccncc2)cc1 (stereo not given)	1%	-1%	0%	-42%	-3	-2	6%	-7	1	6%

The last 2 records of the part before open the next one:
SMILES	MBNL1 CUG block	CXXC DNA block	GALK inh	Integrin act MD	Coupling enz	TRPV1 ag	AT treatment	KCNH2 3.1 inh	KCNH2 WT inh	S-ASM inh
CC1(CCc2ccccc2)NC(=O)N(CC(=O)Nc2ccc(S(N)(=O)=O)cc2)C1=O (stereo not given)	-5%	5%	0%	0%	0	0	-7%	-7	2	-4%
CCc1ccc(C(C)NC(=O)c2ccncc2)cc1 (stereo not given)	1%	-1%	0%	-42%	-3	-2	6%	-7	1	6%
COc1ccc(-c2nn(-c3ccccc3)cc2/C=N/Nc2ccc(Cl)c(C(=O)O)c2)cc1OC	3%	59%[activator]	-3%	32%	2	1	14%	17	16	43%[activator]
Cc1ccc(NC(=O)CN(C)C(=O)Cc2ccc(Cl)c(Cl)c2)cc1	-1%	-4%	-2%	-3%	-1	12	-2%	19	3	-3%
O=C(CNCc1ccccn1)Nc1cc(S(=O)(=O)N2CCCCC2)ccc1Cl	4%	-1%	1%	-9%	3	2	-2%	-2	2	1%
O=C(Nc1c(Cl)cc(Cl)cc1C(=O)NCCN1CCOCC1)c1ccc(Cl)cc1Cl	4%	-5%	3%	13%[7.66 µM]	2	-4	-2%	-12	38	2%
CCOC(=O)CSc1nnc(-c2ccccc2OC)o1	13%	4%	1%	-9%	0	5	0%	3	6	1%
Cc1cc(C)cc(NC(=O)CSc2ncc(S(=O)(=O)c3ccccc3)c(=O)[nH]2)c1	.	6%	1%	.	17	-3	3%	.	.	.
Cc1cccc(C)c1NC(=O)CSc1n[nH]c(=O)n1C1CC1	.	.	.	12%	.	.	8%	1	-5	0%
CCCCc1nc(C(N)=O)c2[nH]c(=O)n(-c3ccccc3F)c2n1	-5%	0%	0%	14%	-2	2	6%	5	21	6%
Cc1cc(NC(=O)CSc2nnc(CNC(=O)c3ccccc3)o2)no1	-1%	48%[activator]	-4%	31%	.	14	24%	.	5	-1%
COc1cccc(NC(=O)CN2C(=O)CSc3ccc(S(=O)(=O)N4CCOCC4)cc32)c1	-20%	-2%	-1%	-16%	.	16	0%	-3	7	-1%
CC(C)CSc1nc(N2CCOCC2)c2c(c1C#N)CC(C)(C)SC2	-9%	2%	3%	-5%	-1	?	9%	-19	1	-2%
Cc1ccccc1NC(=S)N(CCCN1CCOCC1)Cc1ccccn1	.	6%	3%	9%	1	2	3%	-10	20	.
COc1ccc(C)cc1N(C(=O)COc1cccc(F)c1)c1nc2ccccc2s1	-8%	13%	2%	17%	2	-1	-2%	-42	-8	?
CCC(CC)c1nnc(NC(=O)Cc2ccccc2[N+](=O)[O-])s1	11%	-2%	-2%	-27%	0	19	-5%	10	3	-1%
CC(=O)COc1ccc2c(-c3cccc([N+](=O)[O-])c3)cc(=O)oc2c1	?	6%	0%	6%	1	3	-1%	-12	3	4%
COC(=O)C1CCN(Cc2cc(=O)oc3cc(C)c(Cl)cc23)CC1	5%	?	4%	-16%	2	25	0%	-7	2	-1%
Cc1c(Cl)cccc1NC(=O)[C@@]1(CC(=O)O)CC(/C=C/c2ccccc2)=NO1	2%	-16%	.	5%	6	-1	-14%	-26	-1	-2%
CCOC(=O)c1cnc(SC)nc1Nc1cccc(F)c1	1%	-4%	2%	31%[7.66 µM]	0	24	3%	15	53	-14%

Random excerpt: 3 records from the list
SMILES	MBNL1 CUG block	CXXC DNA block	GALK inh	Integrin act MD	Coupling enz	TRPV1 ag	AT treatment	KCNH2 3.1 inh	KCNH2 WT inh	S-ASM inh
CCC(CC)c1nnc(NC(=O)Cc2ccccc2[N+](=O)[O-])s1	11%	-2%	-2%	-27%	0	19	-5%	10	3	-1%
COc1ccc(-c2nn(-c3ccccc3)cc2/C=N/Nc2ccc(Cl)c(C(=O)O)c2)cc1OC	3%	59%[activator]	-3%	32%	2	1	14%	17	16	43%[activator]
CCOC(=O)CSc1nnc(-c2ccccc2OC)o1	13%	4%	1%	-9%	0	5	0%	3	6	1%

Structural class: the compounds so far containing a cyano group (3)
SMILES	MBNL1 CUG block	CXXC DNA block	GALK inh	Integrin act MD	Coupling enz	TRPV1 ag	AT treatment	KCNH2 3.1 inh	KCNH2 WT inh	S-ASM inh
Cc1cc(NC(=O)CSc2nc3c(C)ccc(C)c3cc2C#N)no1	31%[activator]	0%	-3%	12%	0	-2	0%	3	12	25%
COC(=O)C1=C(CSc2nc3c(cc2C#N)CN(C)CC3)OC(N)=C(C#N)C1c1ccccc1F (stereo not given)	?	19%	1%	-12%	-17	3	0%	5	0	23%
CC(C)CSc1nc(N2CCOCC2)c2c(c1C#N)CC(C)(C)SC2	-9%	2%	3%	-5%	-1	?	9%	-19	1	-2%

High-throughput results (PubChem)
